HIV peptide binding: inhibitors of HIV fusion peptide binding, primary screen, biochemical, uHTS, fluorescence dequenching (AID 1986). hit rate 0.3% among 290,000. one-dose inhibition, % at 20 µM; IC50 in µM for titrated hits. cell-free peptide binding, fluorescence dequenching, 30 min; higher % means a stronger effect; in the data active means inhibition mostly above about 52%, no sharp cut-off; inactive means mostly below about 76%; further: some results filed as inactive read as strong as hits
West Nile antiviral: West Nile virus antiviral activity, cell-based, CPE readout (AID 1621) | West Nile virus-infected cells, CPE inhibition; higher % means a stronger effect | CPE inhibition, % at 10 µM; hits with a dose series show IC50 in µM | hit rate 0.02% among 290,000; in the data active means a potency from the dose series; inconclusive means CPE inhibition mostly from about 3.7% at the one dose, without a potency; inactive means the rest, 99 in 100 with CPE inhibition below about 2.2%; further: strong numbers were not always called active
NOD1 inhibition: NOD1 signaling inhibitors, primary screen, cell-based, luminescence, uHTS (AID 1578) | hit rate 1% among 290,000 | one-dose inhibition, % at 4 µM; EC50 in µM for titrated hits | NOD1-driven NF-kB luciferase reporter cells, luminescence; higher % means a stronger effect; in the data active means inhibition mostly above about 36%, no sharp cut-off; inactive means mostly below about 34%;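 further: HEK-293T reporter cells stimulated with the NOD1 agonist gamma-tri-DAP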
NOD2 inhibition: NOD2 signaling inhibitors, cell-based, luminescence, uHTS, HEK293 (AID 1566); HEK293 NOD2/NF-kB luciferase reporter, luminescence; higher % means a stronger effect; inhibition, % at 4 µM, or EC50 in µM where a hit was titrated; hit rate 0.63% among 290,000; further: many of its hits are not listed in these tables
KOR beta-arrestin-1: KOR agonists, beta-arrestin recruitment, primary screen, cell-based, luminescence, uHTS (AID 1777); Kappa-type opioid receptor (Homo sapiens); KOR beta-arrestin recruitment, luminescence; higher % means a stronger effect; activation, % at 10 µM; hits with a dose series show EC50 in µM; hit rate 0.02% among 280,000; in the data active means activation above about 50%, passing the limit was not always enough; further: a part of the inactive calls stands beside numbers as strong as those of hits
Yfh1-off respiration: enhancers of respiration in Yfh1-depleted yeast, dose response, Friedreich's ataxia, plus single-dose screen (AID 1465) | S. cerevisiae Yfh1-off respiration, WST-1 reduction, 72 h; higher fold induction means a stronger effect | fold induction at 50 µM, or EC50 in µM where a hit was titrated | hit rate 0.074% among 220,000;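 active means fold induction of absorbance versus untreated yeast above a set limit, then at least 30% activation at any dose in follow-up; inconclusive means repeats straddling the limit, or above it without dose testing; inactive means fold induction below the set limit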;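 further: activators that raise dye reduction in frataxin-depleted yeast; strong numbers were not always called active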
KOR beta-arrestin-2: KOR antagonists, beta-arrestin recruitment, cell-based, luminescence, uHTS (AID 1778) | hit rate 0.091% among 290,000 | KOR beta-arrestin recruitment, luminescence, antagonist mode; higher % means a stronger effect | Kappa-type opioid receptor (Homo sapiens) | one-dose inhibition, % at 10 µM; IC50 in µM for titrated hits; further: strong numbers were not always called active
Dengue-2 NS5 capping: Dengue-2 NS5 methyltransferase inhibitors, primary screen, biochemical, confirmation dose response (AID 588689); Genome polyprotein (Dengue virus type 2 (strain 16681-PDK53)); Dengue-2 NS5 methyltransferase capping enzyme assay, biochemical; higher % means a stronger effect; inhibition, % at 25 µM, or IC50 in µM where a hit was titrated; hit rate 0.3% among 340,000; in the data active means a potency from the dose series; inconclusive means inhibition above about 29% without an active follow-up result
AID2073: inhibitors of Mint1-CaV2.2 protein interaction, biochemical, HTRF (AID 2073); Voltage-dependent N-type calcium channel subunit alpha-1B (Homo sapiens); HTRF protein-protein interaction, Mint1-CaV2.2; higher % means a stronger effect; inhibition, % at 20 µM, or IC50 in µM where a hit was titrated; hit rate 0.19% among 290,000; in the data active means inhibition mostly above about 51%, no sharp cut-off; inconclusive means no clear call, values can overlap the other calls; inactive means mostly below about 53%; further: some results filed as inactive read as strong as hits
Dengue-2 NS5 capping pilot replicate: also measured in Dengue-2 NS5 capping; calls as there; inhibition, %; measured here: pilot screen replicate inhibition
An asterisk follows results filed as active; i = inactive; ? = inconclusive; nt = not tested or not shown; [ ] = dose if it differs, or a comment. Unless noted, no stated cut-off is given here; in the data, active means inhibition above about 50%; inactive means the rest. These rows are one share of the data, so the mix of outcomes need not match the whole.

SMILES	HIV peptide binding	West Nile antiviral	NOD1 inhibition	NOD2 inhibition	KOR beta-arrestin-1	Yfh1-off respiration	KOR beta-arrestin-2	Dengue-2 NS5 capping	AID2073	others
COc1cc(-n2c(=O)c3ccccc3n(CC(=O)c3ccc(Br)cc3)c2=O)cc(OC)c1OC	-2.0%	0.0%	-9%	10%	-1.1%	i	5%	2%	5%
COCCn1c(-c2ccc(F)cc2)nc2cccnc21	2.1%	-0.3%	2%	13%	-7.0%	nt	7%	3%	-1%
CC1CN(C(=S)Nc2cccc(F)c2)CC(C)O1 (configuration not stated)	1.8%	0.0%	-32%	-2%	-3.7%	nt	-10%[20 µM]	-2%	-27%	Dengue-2 NS5 capping pilot replicate=-2.1
CN(C)S(=O)(=O)c1cccc(C(=O)NCc2cccs2)c1	2.4%	-0.2%	-20%	-6%	2.2%	i	-13%	2%	3%
Cc1ccc2cc(NC(=O)c3ccccc3)ccc2n1	0.2%	0.0%	-18%	-138%	2.5%	nt	17%	-7%	3%
Cc1cc(-c2n[nH]c(=S)n2/N=C/C=C/c2ccccc2)n[nH]1	-0.3%	1.0%	-18%	10%	2.7%	i	18%	-1%	-5%
Cc1cc(N2CCN(S(=O)(=O)c3ccc4c(c3)OCCO4)CC2)n2ncnc2n1	-3.8%	-1.2%	-30%	4%	-4.1%	i	-27%	-3%	11%
O=C(NNc1ccccc1[N+](=O)[O-])Nc1ccc(F)cc1	-1.0%	-0.1%	-30%	-12%	-3.1%	i	19%	-1%	-12%
CCN(CC)C(=O)Cn1cc(SCC(=O)NC2CCCC2)c2ccccc21	-2.3%	-0.7%	-6%	-2%	-3.2%	i	1%	-3%	17%
CCN(CC(=O)Nc1ccc([N+](=O)[O-])cc1OC)CC(=O)NC(C)(C)C	0.0%	-0.3%	48%	16%	0.4%	i	-26%	-1%	-15%
COc1c(C(=O)Nc2nccs2)ccc2ccccc12	0.9%	0.1%	-12%	-56%	-5.5%	nt	1%	6%	10%
CN(C(=O)c1c[nH]c(=O)cc1C(F)(F)F)c1ccc(Cl)c(Cl)c1	-0.5%	-0.8%	-9%	-4%	1.4%	i	2%	4%	0%
O=C(CN1CCN(S(=O)(=O)c2ccccc2[N+](=O)[O-])CC1)Nc1ccc(N2CCOCC2)cc1	-0.6%	0.9%	-6%	-4%	0.9%	i	4%	10%	1%
CN(C)c1ccc(C(=O)N/N=C/c2cc(Br)cc(Br)c2O)cc1	-5.4%	0.1%	-1%	14%	-1.4%	i	5%	nt	28%
Cc1ccc(S(=O)(=O)N2CCC(=O)N(CCOCc3ccc(F)cc3)CC2)cc1	0.9%	-0.7%	-4%	9%	3.0%	i	-71%	-5%	-1%
O=C(Cn1nnc(-c2ccccc2F)n1)Nc1cccc2ncccc12	-2.6%	-0.2%	12%	12%	0.0%	i	-18%	4%	0%
CCn1cc(/C=C/C(=O)Nc2ccc(C)cc2Br)cn1	1.9%	-0.8%	-18%	-7%	-3.6%	i	22%	2%	9%
O=C(C1CC(c2ccc(F)cc2)=NO1)N1CCN(Cc2ccccc2)CC1 (configuration not stated)	6.9%	-0.2%	-15%	16%	7.3%	i	-19%	-1%	27%
CCOC(=O)c1ccc2nc(C)c3c(c2c1)OC(C)C3 (configuration not stated)	-1.4%	-0.2%	14%	15%	-4.8%	i	-74%	3%	5%
O=C(NCC1CCCO1)c1ccccc1-c1nc(-c2ccc(Cl)cc2)no1 (configuration not stated)	-1.2%	0.4%	-15%	-14%	-6.1%	i	22%	-3%	1%
CCNC(=S)N1CCN(c2nc(-c3ccc(F)cc3)cs2)CC1	0.3%	-0.9%	-24%	7%	-0.2%	nt	-7%	-5%	32%
CC(=O)Nc1ccc(N2C(=O)CSC2c2ccccc2[N+](=O)[O-])cc1 (configuration not stated)	0.7%	-0.1%	-11%	7%	1.2%	i	11%	2%	-6%
COCCn1c(SCC(=O)Nc2cc(C)on2)nc2c(c1=O)SC(C)C2 (configuration not stated)	-3.1%	-0.4%	3%	-9%	-3.0%	i	24%	2%	-1%
Cc1ccc(Cc2cnc(NC(=O)C3=NCCN3)s2)cc1	2.1%	0.8%	14%	-9%	-5.4%	i	2%	nt	5%
COc1cc(C(=O)O)cc(NC(=O)c2ccco2)c1OC	-1.1%	0.0%	0%	20%	2.3%	i	17%	-9%	7%
COc1ccc(OC)c(S(=O)(=O)N2CCC(C(=O)NCc3ccncc3)CC2)c1	-0.1%	-0.3%	-22%	21%	3.9%	nt	-2%	1%	-10%
Cn1c(SCC(=O)NC2CCCCCC2)nnc1-c1ccco1	2.9%	-0.2%	-15%	5%	0.3%	nt	-7%	1%	3%
CC(=O)/C(=C/Nc1ccc(Oc2ccccc2)cc1)c1ccccc1	0.6%	0.1%	-20%	-16%	0.8%	i	-18%	-9%	8%
NC(=O)c1cccc2c3c([nH]c12)CCCC3	5.4%	0.2%	8%	-4%	-3.2%	i	-14%	7%	1%
O=C(NCc1ccncc1)/C(=C\c1ccc(F)cc1)NC(=O)c1ccccc1	2.7%	-0.3%	-6%	30%	7.7%	i	6%	-5%	7%
CCCS(=O)(=O)N1CCN(C(=O)c2cccnc2)CC1	-0.4%	0.1%	-19%	0%	1.0%	i	12%	-2%	-6%
O=C(Cc1ccccc1)Nc1ccc(NC(=O)Cc2ccccc2)c(Cl)c1	0.9%	0.3%	-47%	-6%	-4.6%	nt	0%[20 µM]	5%	27%
COc1cccc(NC(=O)COC(=O)c2nc(Cl)ccc2Cl)c1	-2.7%	-0.4%	21%	11%	-1.1%	i	15%	-1%	5%
CC(C)NC(=O)C(=O)Nc1cc2c3c(c1)C(C)C(=O)N3CCC2 (configuration not stated)	1.7%	0.7%	-8%	-1%	-2.0%	nt	-3%	1%	-7%
Cc1onc(C(=O)N2CCC(Cc3ccccc3)CC2)c1[N+](=O)[O-]	0.2%	-0.9%	12%	10%	-2.5%	nt	-13%	0%	10%
COc1cc(NC(=O)c2ccco2)c(OC)cc1NC(=O)Nc1ccc(Cl)cc1	2.2%	?	-6%	27%	0.3%	i	3%	5%	7%
CC(=O)Nc1ccccc1NS(=O)(=O)c1ccc(Cl)cc1	-0.9%	-0.6%	9%	12%	-3.8%	i	-1%	-10%	-6%
CC(=O)N1N=C(c2c(-c3ccccc3)c3cc(C)ccc3[nH]c2=O)CC1c1ccco1 (configuration not stated)	-1.2%	1.1%	7%	9%	5.0%	i	20%	1%	0%
O=C(c1ccc2ncsc2c1)N1CCN(c2nc3ccccc3s2)CC1	1.1%	-1.1%	3%	36%	-5.3%	nt	0%	-5%	-2%
COc1ccc(OC)c(C(=O)CSc2nnc(-c3cccs3)o2)c1	2.5%	0.0%	-27%	29%	-3.8%	i	23%	-5%	20%
Cc1ccc(S(=O)(=O)N(C)C)cc1NC(=O)COC(=O)/C=C/c1ccc2c(c1)OCO2	1.3%	-0.1%	-7%	-1%	3.4%	i	-7%	-11%	-4%
CCOC(=O)C1=C(O)/C(=C\c2cccc(OC)c2)N=C1C	0.7%	0.3%	0%	19%	3.1%	i	-31%	-1%	-1%
CCN(CC(=O)N(CC(C)C)c1c(N)n(CC(C)C)c(=O)[nH]c1=O)Cc1nc2ccccc2c(=O)[nH]1	0.0%	-0.1%	4%	13%	0.3%	i	2%	-5%	14%
N/C(=N\OC(=O)c1cccc(F)c1)c1cccc([N+](=O)[O-])c1	-2.5%	-0.3%	-49%	-14%	1.6%	nt	-27%[20 µM]	-5%	0%
CCCn1nnc2c(=O)oc3ccccc3c21	3.6%	0.4%	6%	12%	5.3%	i	12%	-4%	-1%
Cc1nn(-c2ccc(C(=O)O)cc2)c(=O)c2ccccc12	-2.7%	0.9%	6%	14%	-0.2%	i	8%	-2%	0%
CCOC(=O)N1CCN(C(=O)C(=O)c2cn(CC(=O)N3CCCCCC3)c3ccccc23)CC1	-2.5%	0.0%	-19%	22%	0.4%	nt	-28%	10%	14%
COc1ccc(/C=C2/N=C(SC)NC2=O)cc1OC	-0.8%	0.2%	-14%	-35%	7.3%	i	13%	8%	12%
CC(CCc1ccccc1)NC(=O)c1nnc(Cc2ccc(Cl)cc2)o1 (configuration not stated)	0.3%	-0.5%	-40%	3%	-1.3%	i	-19%	3%	-4%
Cc1ccccc1CC1(CO)CCCN(C(=O)c2ccccc2Cl)C1 (configuration not stated)	-0.1%	-1.1%	-16%	15%	nt	i	-48%[20 µM]	0%	47%
COc1cccc(/C=N/Nc2nc3ccccc3[nH]2)c1OC	-2.8%	0.7%	5%	-125%	3.8%	i	-19%	0%	-18%
CC(C)(C)n1nnnc1C(c1cccs1)N1CCCC2(CCCCC2)C1 (configuration not stated)	3.5%	-0.8%	-4%	12%	-3.9%	i	16%	-5%	0%
CCC(=O)N1CCc2cc(Br)cc(S(=O)(=O)CCC(=O)N(CC)CC)c21	0.0%	0.7%	-19%	23%	-2.8%	i	15%	-5%	3%
COc1ccc(C(=O)NN2C(=S)N(c3ccc(OC)cc3)C(=O)C2CC(N)=O)cc1 (configuration not stated)	-1.4%	-0.3%	-4%	8%	8.7%	nt	13%	2%	4%
O=[N+]([O-])c1ccc(N2CCN(CC3CCCCC3)CC2)cc1	-1.4%	-1.9%	-46%	14%	2.4%	nt	-22%[20 µM]	-5%	12%
O=[N+]([O-])/C(C(=C(Cl)Cl)N1CCN(Cc2ccccc2)CC1)=C1\NCCN1Cc1ccc(Cl)nc1	4.4%	-0.6%	-26%	-1%	2.6%	i	-10%	-8%	-4%
CCOC(=O)c1cnc2ccc(Br)cc2c1NCCCN1CCOCC1	0.5%	-1.3%	-19%	-18%	-1.0%	nt	7%	4%	?
COCC(C)N=C1NN=C(c2cccs2)C(CC(=O)O)S1 (configuration not stated)	0.6%	0.7%	-20%	-7%	-3.1%	i	-11%	13%	-4%
Cc1cc(NC(=O)CSc2nnc(-c3ccoc3C)n2N)no1	2.4%	0.2%	11%	-5%	-0.6%	i	30%	5%	11%
Cc1ccc(Cn2c(=O)c3ccccc3n3c(CCC(=O)NCCN4CCOCC4)nnc23)cc1	1.0%	-0.6%	-6%	20%	0.4%	nt	-40%	5%	1%

Looked up by structure from the entries so far, 3 records:
SMILES	HIV peptide binding	West Nile antiviral	NOD1 inhibition	NOD2 inhibition	KOR beta-arrestin-1	Yfh1-off respiration	KOR beta-arrestin-2	Dengue-2 NS5 capping	AID2073	others
N/C(=N\OC(=O)c1cccc(F)c1)c1cccc([N+](=O)[O-])c1	-2.5%	-0.3%	-49%	-14%	1.6%	nt	-27%[20 µM]	-5%	0%
COc1ccc(/C=C2/N=C(SC)NC2=O)cc1OC	-0.8%	0.2%	-14%	-35%	7.3%	i	13%	8%	12%
Cc1ccccc1CC1(CO)CCCN(C(=O)c2ccccc2Cl)C1 (configuration not stated)	-0.1%	-1.1%	-16%	15%	nt	i	-48%[20 µM]	0%	47%
